CHO-K1 Ca PAM = M1 PAM counterscreen hit in parental CHO-K1 cells | ATP EC20, Fluo-8 calcium fluorescence; 0% at ATP EC20, 100% at ATP max | activation, % at 3 µM | actives 0.02% (n = 360,000) | AID 602247;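 active means activation above the run cutoff, the mean activation of all test compounds plus 3 SD, cut at about 40% in these data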;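 further: peak over basal fluorescence ratio in a 140 s read after ATP addition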
M1 PAM = positive allosteric modulators of human M1 muscarinic receptor; CHO-K1 hM1, Fluo-8 calcium fluorescence, ACh EC20; 0% = ACh EC20, 100% = maximal ACh; activation, % at 3 µM; actives 0.088% (n = 360,000); AID 588819; in the data active means activation above about 19%, passing the limit was not always enough
Target sequence (P11229 whole entry, looked up): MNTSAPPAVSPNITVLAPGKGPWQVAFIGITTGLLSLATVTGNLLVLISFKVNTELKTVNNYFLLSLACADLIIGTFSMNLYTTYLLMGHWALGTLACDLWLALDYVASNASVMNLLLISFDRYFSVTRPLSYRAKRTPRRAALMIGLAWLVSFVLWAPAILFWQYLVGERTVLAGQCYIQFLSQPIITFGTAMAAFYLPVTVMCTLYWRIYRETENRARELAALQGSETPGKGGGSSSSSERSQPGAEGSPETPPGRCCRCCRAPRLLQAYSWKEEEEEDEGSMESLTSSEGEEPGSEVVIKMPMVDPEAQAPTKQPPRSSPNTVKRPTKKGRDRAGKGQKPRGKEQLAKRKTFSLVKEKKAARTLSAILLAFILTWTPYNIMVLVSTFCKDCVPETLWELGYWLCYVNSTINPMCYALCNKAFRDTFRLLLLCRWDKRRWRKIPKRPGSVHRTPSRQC
M1 ag parental = nonselective activator or artifact in parental CHO-K1 cells. Fluo-8 calcium fluorescence; scaled to maximal ATP response, vehicle zero. activation, % at 3 µM. actives 0.48% (n = 360,000); in the data active means activation above about 15%;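 further: untransfected CHO-K1 host cells lacking M1 receptor as counterscreen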
M1 antag = blocks human M1 muscarinic receptor | AID 588852 | actives 1.3% (n = 360,000) | CHO-K1 hM1, Fluo-8 calcium fluorescence, ACh EC80 antagonist | inhibition, % at 3 µM;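 active means percent inhibition above its own plate's cutoff, namely the mean of that plate's compound wells plus 3 SD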;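 further: peak over basal fluorescence ratio during 140 s after agonist addition; 0% = ACh EC80 plus DMSO and 100% = DMSO alone without agonist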
CHO-K1 Ca antag = counter-screen for M1 antagonists: effect in parental CHO-K1 cells; ATP-induced calcium, Fluo-8 fluorescence; inhibition, % at 3 µM; actives 0.6% (n = 360,000);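 active means inhibition above a per-plate cutoff, the plate's mean sample inhibition plus 3 SD, cut at about 24% in these data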;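 further: 0% = DMSO plus EC80 ATP and 100% = DMSO alone without ATP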
TAAR1 agonist = agonists of human TAAR1. actives 0.99% (n = 360,000). activation, % at 3 µM. AID 624467. CHO RD-HGA16 TAAR1, Fluo-8 calcium fluorescence; vehicle wells 0%, saturating PEA agonist 100%;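 active means activation above the mean activation of all test compounds in the run plus 3 SD, cut at about 38% in these data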
Target sequence (Q96RJ0 whole entry, looked up): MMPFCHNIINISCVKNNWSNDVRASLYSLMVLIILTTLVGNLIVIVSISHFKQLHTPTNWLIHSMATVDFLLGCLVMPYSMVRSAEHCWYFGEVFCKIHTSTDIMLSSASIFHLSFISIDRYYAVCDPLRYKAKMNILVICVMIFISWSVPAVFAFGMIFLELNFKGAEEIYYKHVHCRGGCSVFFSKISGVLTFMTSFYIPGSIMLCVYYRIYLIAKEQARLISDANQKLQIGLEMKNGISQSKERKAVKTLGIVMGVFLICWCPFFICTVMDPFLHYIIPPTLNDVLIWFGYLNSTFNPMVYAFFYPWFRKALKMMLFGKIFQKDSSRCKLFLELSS
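Benchmarks: low control DMSO, high control PEA (EC100); System: CHO RD-HGA16 cells carrying human TAAR1 plus Gα16; Detection: Fluo-8 fluorescence, 5 s baseline then 140 s kinetic read; Schedule: 17-24 h plating, Fluo-8 75 min 37 °C, 30 min RT; Read-out basis: % activation from peak over basal fluorescence ratio, DMSO-to-PEA scaled.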
CHO parental Ca = signal in parental CHO cells, OX1R antagonist counter-screen | actives 0.63% (n = 330,000) | inhibition, % at 5.6 µM | parental CHO-K1, ATP-induced calcium, Fluo-8 fluorescence;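 active means inhibition above that plate's mean sample inhibition plus 3 SD, cut at about 26% in these data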;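 further: 0% = ATP-challenged DMSO wells and 100% = DMSO wells without ATP; some compounds past the cut are filed as inactive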
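Assay system: untransfected parental CHO cell line. Also added: ATP agonist challenge. Dosing: one dose, 5.6 µM nominal. Measured by: Fluo-8 fluorescence. Read-out: % inhibition. Benchmarks: ATP wells versus no-ATP DMSO wells. Repeats: no replicates.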
TAAR1 antag = antagonists of human TAAR1. Q96RJ0. CHO RD-HGA16 TAAR1, Fluo-8 calcium fluorescence, antagonist. inhibition, % at 3 µM. actives 1.5% (n = 360,000). AID 624466;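 active means inhibition above a per-plate cutoff, the mean inhibition of test compounds on that plate plus 3 SD, cut at about 49% in these data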;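 further: 0% = DMSO plus EC80 beta-PEA response and 100% = DMSO alone without agonist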
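Assay system: CHO-derived RD-HGA16 cells stably expressing human TAAR1 plus Gα16. Timing: 140 s kinetic read after compound, 140 s after agonist. Technique: kinetic Fluo-8 calcium fluorescence measurement. Measure: % inhibition of agonist calcium response.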
CHRM1 agonist = agonists of human M1 muscarinic receptor. P11229. CHO-K1 hM1, Fluo-8 calcium fluorescence, agonist mode; 0% DMSO, 100% acetylcholine EC100. activation, % at 3 µM. actives 0.33% (n = 360,000);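 active means activation above the run's mean compound activation plus 3 SD, cut at about 16% in these data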;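 further: peak over basal fluorescence ratio within a 140 s kinetic read after compound addition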
* marks the source's active call; other numbers are inactive results; nt = no result given; & = joins results of further samples.

Values in the order: CHO-K1 Ca PAM	M1 PAM	M1 ag parental	M1 antag	CHO-K1 Ca antag	TAAR1 agonist	CHO parental Ca	TAAR1 antag	CHRM1 agonist
1) O=C(NCc1cccnc1)c1cc(C2CCCN(C(=O)CCCc3ccccc3)C2)on1 (stereo not given)
    17	3	3.8	-14	-16	2	nt	0	-3
2) COc1ccc(-n2nc(C(=O)NCC(=O)NCCN(C)C)c3ccccc3c2=O)cc1
    15	4	0.0	-13	-11	1	-10	-22	-8
3) COc1ccc(NC(=O)Nc2ccc(OC)cc2)cc1
    15	6	0.6	-6	1	36	0	-10	-2
4) CC1CC(C)CN(C(C(=O)NC2CCCCC2)c2cc3ccccc3o2)C1 (stereo not given)
    -7	0	-0.9	-19	-2	8	nt	2	8
5) Cc1ccc(-n2nc3c(SCCN4CCOCC4)nnc(C)c3c2C)cc1
    22	10	-1.1	-20	-11	-1	-23	-20	-11
6) O=C(CCC(=O)N1CCCCCC1)Nc1ccc([N+](=O)[O-])cc1
    2	12	0.4	-11	1	4	-5	-15	-1
7) COc1ccc(C(=O)NCCSCc2ccccc2)cc1OC
    15	8	1.6	-9	-10	0	0	10	-5
8) CCCNC(=O)c1ccc(CN2CCc3ccccc3C2)cc1
    14	-16	2.6	-6	3	6	-4	6	-8
9) COc1ccc(-n2c(C)cc(/C=N/Nc3nnc(C)n3N)c2C)cc1
    7	4	0.6	-2	6	0	-16	-5	-10
10) CCCC1C2CN(C(C)=O)CC=C2C(C#N)=C(N)C1(C#N)C#N (stereo not given)
    25	4	0.5	-11	-16	12	-5	8	-2
11) CC1CCC(NC(=O)Cn2cc3c(n2)CCCC3)CC1 (stereo not given)
    20	15	0.6	-14	4	0	-7	-11	1
12) COc1ccc(OC)c(-c2csc(NC(=O)C3=COCCO3)n2)c1
    -9	2	-0.1	-1	17	0	-13	2	-4
13) CCC[C@@H](NS(=O)(=O)c1ccc(C)cc1)C(=O)Oc1ccc2c3c(c(=O)oc2c1)CCC3
    12	-25	12	38*	7	8	24	90*	2
14) COc1ccc(S(=O)(=O)N2CCN(C(=O)c3cccs3)CC2)cc1
    11	1	0.5	-32	-5	7	-17	-2	-1
15) Cc1cc(C)nc(N2C(=O)CC(C(=O)O)NC2=NCCc2c[nH]c3ccccc23)n1 (stereo not given)
    11	11	-0.1	-8	6	17	3	8	-1
16) Cc1cc(Br)ccc1NC(=O)C(C)c1ccc([N+](=O)[O-])cc1 (stereo not given)
    12	-2	2.0	-7	16	21	-16	0	-6
17) CCOC(=O)C1=C(CS(=O)(=O)c2ccccc2)NC(=O)NC1c1ccccc1 (stereo not given)
    14	5	0.1	-4	-10	3	-17	-15	-1
18) O=C(/C=C/c1cn(CC(O)CN2CCCCC2)c2ccccc12)c1ccccc1 (stereo not given)
    17	3	2.2	1	-8	11	nt	-8	-5
19) Cc1noc(C)c1-c1nc(CSc2ccc(Cl)cc2)no1
    -14	-4	5.6	3	15	-2	-18	-11	-1
20) COc1ccc(CN2CCC(C(=O)NCCc3ccc(OC)c(OC)c3)CC2)c(OC)c1
    -11	-3	0.0	4	8	0	-12	-12	-5

Given as labelled records: part of the list above.
13: CCC[C@@H](NS(=O)(=O)c1ccc(C)cc1)C(=O)Oc1ccc2c3c(c(=O)oc2c1)CCC3
  CHO-K1 Ca PAM = 12 | M1 PAM = -25 | M1 ag parental = 12 | M1 antag = 38* | CHO-K1 Ca antag = 7 | TAAR1 agonist = 8 | CHO parental Ca = 24 | TAAR1 antag = 90* | CHRM1 agonist = 2

14: COc1ccc(S(=O)(=O)N2CCN(C(=O)c3cccs3)CC2)cc1
  CHO-K1 Ca PAM = 11 | M1 PAM = 1 | M1 ag parental = 0.5 | M1 antag = -32 | CHO-K1 Ca antag = -5 | TAAR1 agonist = 7 | CHO parental Ca = -17 | TAAR1 antag = -2 | CHRM1 agonist = -1

Part of the list above, with tabs:
entry	smiles	CHO-K1 Ca PAM	M1 PAM	M1 ag parental	M1 antag	CHO-K1 Ca antag	TAAR1 agonist	CHO parental Ca	TAAR1 antag	CHRM1 agonist
19	Cc1noc(C)c1-c1nc(CSc2ccc(Cl)cc2)no1	-14	-4	5.6	3	15	-2	-18	-11	-1
6	O=C(CCC(=O)N1CCCCCC1)Nc1ccc([N+](=O)[O-])cc1	2	12	0.4	-11	1	4	-5	-15	-1

The results go on.
Values in the order: CHO-K1 Ca PAM	M1 PAM	M1 ag parental	M1 antag	CHO-K1 Ca antag	TAAR1 agonist	CHO parental Ca	TAAR1 antag	CHRM1 agonist
21) Cc1ccc(-c2nc3ccccc3[nH]2)cc1NC(=O)c1ccco1
    12	6	2.0	-13	-10	-2	-33	-17	-4
22) COc1ccccc1Cn1c(=S)[nH]c2cc(C(=O)N3CC(C)CC(C)C3)ccc2c1=O (stereo not given)
    16	14	1.1	-18	-2	5	nt	-19	-4
23) CC(=O)Nc1ccc(S(=O)(=O)Nc2cc(S(=O)(=O)N3CCCCC3)ccc2O)cc1
    17	5	1.5	-8	-7	0	nt	9	-2
24) O=C(NC(=S)N1CCCc2ccccc21)c1ccc(Br)cc1
    11	0	-0.9	-1	12	2	-21	-10	-6
25) COc1ccc(S(=O)(=O)N2CCN(C(=O)c3ccc(=O)[nH]n3)CC2)cc1OC
    3	7	16*	-2	8	0	nt	-16	1
26) CC(C)CC(NC(=O)C(NC(=O)C1OC2OC(C)(C)OC2C2OC(C)(C)OC12)C(C)C)C(=O)O (stereo not given)
    11	9	1.4	-4	-8	16	-9	-7	-4
27) CC(C)C(=O)NC(=S)Nc1ccccc1C(F)(F)F
    25	9	6.0	-5	4	19	-26	6	-4
28) C/C=C\C=C/C(=O)Nc1cccc(C2=NOC3(C2)C[C@@H](C(N)=O)N(C(=O)c2ccc(Cl)cc2)C3)c1 (stereo not given in full)
    -1	6	0.0	4	-4	8	-8	4	-6
29) Cc1c(C)c2c(OCC(=O)NCC(O)c3ccccc3)cc3c(c2oc1=O)CCC(C)(C)O3 (stereo not given)
    16	3	-0.3	-9	9	-1	-16	-5	-1
30) C=CCNC(=S)Nc1nc2c(cc1C(=O)OCC)CCCC2
    12	9	3.4	-5	0	14	-2	-5	-11
31) CCC1=NN(C(=O)Cc2ccc([N+](=O)[O-])cc2)C(O)(c2ccncc2)C1 (stereo not given)
    20	4	0.6	-9	-5	2	-4	-2	-5
32) CCC1Nc2ncnc(N3CCN(c4ccccc4)CC3)c2N(Cc2ccccc2)C1=O (stereo not given)
    -13&11	9&3	-0.6&1.3	1&-5	1&7	7&6	-18	8&-3	0&-8
33) CCOc1ccc(/C=N/NC(=O)c2ccc(CSc3nc4ccccc4[nH]3)cc2)cc1
    11	-9	4.2	15	-10	8	-8	35	-6
34) O=C(CSCc1ccccc1)Nc1ccccc1C(=O)Nc1ccc(C(=O)O)cc1
    9	8	-0.1	-9	-7	4	12	-5	-2
35) CSc1nc(SCC(N)=O)c2c3c(sc2n1)CN(C)CC3
    5	-3	-0.4	13	9	5	-5	11	-5
36) Cc1cccc(C)c1NC(=O)CN(C)C(=O)c1ccc(-c2cccc(C(F)(F)F)c2)o1
    4	8	3.8	-14	-9	7	-23	-1	4
37) COc1ccccc1/C=N/NC(=O)NC12CC3CC(CC(C3)C1)C2
    1	10	1.0	-14	-17	3	-3	-1	-4
38) COc1ccc(Cn2nnnc2C(c2cccs2)N2CCSCC2)cc1 (stereo not given)
    7	4	1.5	-24	-13	7	-17	11	-3
39) COc1cc(C(=O)NCCC(C)C)ccc1OCc1ccc(Cl)cc1Cl
    12	-12	0.9	17	-15	2	-27	26	-9
40) CCN(CCNC(=O)CN(C)S(=O)(=O)c1cccc2nsnc12)c1ccccc1
    -6	-5	6.7	-13	-4	15	-26	24	-7
41) CCCCCCCCN1C(=O)[C@H](CC(=O)NCc2ccc(OC)c(OC)c2)C[C@@]2(C(=O)OCC)CCCC=C12
    8	nt	0.1	nt	4	-2	nt	-16	nt
42) CCc1ccc(NC(=O)c2ccc3c(=O)n4c(nc3c2)CCCCC4)cc1
    -4	-6	3.5	7	7	-1	6	13	-2
43) CCCn1c(=O)c2sccc2n2c(CCCC(=O)NCc3cccnc3)nnc12
    10	-4	0.2	12	-3	7	-4	-25	-3
44) COc1ccc(CC(=O)NCc2ccccn2)cc1OC
    11	10	0.3	-14	-9	15	-21	-8	-4
45) CN1CCN(c2ccc(Cl)cc2NS(=O)(=O)c2ccccc2Cl)CC1
    14	-19	1.6	36*	2	7	-2	-12	-3
46) O=C(NCCN1CCOCC1)C1CCN(Cc2ccccc2O)CC1
    28	6	0.5	-16	-15	11	-6	-18	8
47) c1ccc(Nc2ccnc(Nc3ccccc3)n2)cc1
    -18	-8	9.1	18	10	28	-3	27	-1
48) CC1(O)N(Cc2ccccc2)C(=O)OC12CCCCC2 (stereo not given)
    4	10	0.7	-34	-13	5	-12	-21	-5
49) Cc1nc2ncnn2c(C)c1CCC(=O)N1CCN(C(=O)c2ccco2)CC1
    10	12	0.0	-12	-15	0	-11	-16	-7
50) CC(C)(CO)NC(=O)c1ccc2nc(Cc3cccc(Cl)c3)oc2c1
    23	1	1.3	-3	-3	7	-5	16	-3
51) COc1ccc(/C=N/NC(=O)c2cccc(NC(C)=O)c2)c(C(=O)O)c1OC
    8	8	-0.2	-1	2	0	-7	19	-5
52) Cc1cccc(NC(=O)[C@H](Cc2ccccc2)NC(=O)[C@@H]2Cc3ccccc3CN2)c1
    8	5	0.6	-1	3	4	-16	-19	-3

3 compounds already listed, ordered by their value in TAAR1 agonist, largest number first:
nr	Structure	TAAR1 agonist
50	CC(C)(CO)NC(=O)c1ccc2nc(Cc3cccc(Cl)c3)oc2c1	7
52	Cc1cccc(NC(=O)[C@H](Cc2ccccc2)NC(=O)[C@@H]2Cc3ccccc3CN2)c1	4
41	CCCCCCCCN1C(=O)[C@H](CC(=O)NCc2ccc(OC)c(OC)c2)C[C@@]2(C(=O)OCC)CCCC=C12	-2

Assay outcomes deposited in PubChem by The Scripps Research Institute Molecular Screening Center.
